Source: PubChem BioAssay
LYPLA1 inh: blocks human lysophospholipase 1, a PME1 counter-screen. O75608. recombinant LYPLA1, FP-Rh probe fluorescence polarization. inhibition, % at 5.9 µM. 320,000 compounds, 0.16% hits;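 active = inhibition above the mean of all tested compounds plus 3 SD, set per campaign, cut at about 14% in these data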;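 also: inhibitors block serine hydrolase probe labeling of LYPLA1 so polarization falls; 0% = enzyme with DMSO and 100% = wells lacking LYPLA1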
PREPL inh: inhibits the human prolyl oligopeptidase-like enzyme. recombinant PREPL, fluorescence polarization activity-based probe. inhibition, % at 5.96 µM. 320,000 compounds, 0.68% hits. AID 2751; in the data active = inhibition above about 43%;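 also: 0% = enzyme with DMSO and 100% = wells lacking enzyme; many of its hits are not listed in these tables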
LYPLA2 counter: counter-screen for PME1 inhibitors: inhibitors of human LYPLA2. recombinant LYPLA2, FP-Rh probe fluorescence polarization. inhibition, % at 5.9 µM. 320,000 compounds, 0.38% hits. AID 2177;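 active = inhibition above the screen-wide mean plus 3 SD, limit set per campaign, cut at about 26% in these data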;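 also: 0% = LYPLA2 with DMSO and 100% = wells lacking LYPLA2 enzyme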
PAD4 FP inh: inhibitors of human PAD4 | 330,000 compounds, 0.41% hits | recombinant PAD4, RCA probe fluorescence polarization | inhibition, % at 6.36 µM | Q9UM07;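 active = percent inhibition above a cutoff equal to the mean of all tested compounds plus 3 SD, cut at about 15% in these data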;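 also: 0% = PAD4 with RCA probe and DMSO and 100% = probe without PAD4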
Target sequence (Q9UM07 whole entry, looked up): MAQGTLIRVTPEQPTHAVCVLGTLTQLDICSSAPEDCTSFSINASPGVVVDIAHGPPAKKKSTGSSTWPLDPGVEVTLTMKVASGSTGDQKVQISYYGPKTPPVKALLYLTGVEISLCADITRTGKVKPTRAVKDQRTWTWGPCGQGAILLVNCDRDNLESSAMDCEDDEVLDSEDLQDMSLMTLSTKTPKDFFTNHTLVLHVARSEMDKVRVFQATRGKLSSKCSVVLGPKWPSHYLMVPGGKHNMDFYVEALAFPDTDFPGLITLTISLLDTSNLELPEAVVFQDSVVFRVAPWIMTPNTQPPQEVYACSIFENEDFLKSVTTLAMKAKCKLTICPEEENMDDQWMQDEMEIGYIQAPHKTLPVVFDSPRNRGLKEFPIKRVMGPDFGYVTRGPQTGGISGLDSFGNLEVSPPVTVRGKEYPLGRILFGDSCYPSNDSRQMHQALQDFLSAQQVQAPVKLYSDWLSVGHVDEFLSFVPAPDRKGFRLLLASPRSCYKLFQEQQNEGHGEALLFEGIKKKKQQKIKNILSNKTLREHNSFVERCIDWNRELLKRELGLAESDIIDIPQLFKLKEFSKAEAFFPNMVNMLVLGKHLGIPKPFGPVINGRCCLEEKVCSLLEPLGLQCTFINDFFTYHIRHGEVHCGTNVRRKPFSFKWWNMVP
pPAFAH inh: pPAFAH (human) enzyme inhibition. inhibition, % at 3.39 µM. AID 463082. Q13093. 330,000 compounds, 1.5% hits. recombinant pPAFAH, FP-rhodamine probe fluorescence polarization;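 active = inhibition above the mean inhibition across the screen plus 3 SD, cut at about 25% in these data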;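 also: inhibitors block binding of the rhodamine activity-based probe so polarization drops; 0% = enzyme with DMSO and 100% = wells lacking pPAFAH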
GSTO1 inh: counter-screen for RBBP9 inhibitors: inhibitors of human GSTO1; P78417; recombinant GSTO1, activity-based probe fluorescence polarization; inhibition, % at 5.96 µM; 300,000 compounds, 1.1% hits;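 active = inhibition above the campaign mean inhibition plus 3 SD, cut at about 35% in these data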;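 also: 0% = GSTO1-1 with DMSO and 100% = wells lacking GSTO1-1 enzyme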
PAFAH1B2 inh: PAFAH1B2 (human) inhibition; recombinant PAFAH1B2, FP-rhodamine activity probe, fluorescence polarization; inhibition, % at 3.39 µM; 340,000 compounds, 1.2% hits; AID 492953;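 active = inhibition above the mean of all tested compounds plus 3 SD, cut at about 24% in these data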;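 also: 0% = enzyme with DMSO and 100% = wells lacking PAFAH1B2; many of its hits are not listed in these tables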
Target sequence (P68402 whole entry, looked up): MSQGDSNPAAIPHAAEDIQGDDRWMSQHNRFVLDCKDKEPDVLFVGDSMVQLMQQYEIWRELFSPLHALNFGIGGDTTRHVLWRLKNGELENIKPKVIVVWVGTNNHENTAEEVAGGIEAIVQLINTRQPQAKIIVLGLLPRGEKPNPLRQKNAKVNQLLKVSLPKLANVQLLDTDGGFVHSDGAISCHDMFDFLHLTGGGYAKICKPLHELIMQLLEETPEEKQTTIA
PAFAH1B3 inh: blocks human PAF acetylhydrolase 1B catalytic subunit 3; Q15102; recombinant PAFAH1B3, FP-rhodamine probe, fluorescence polarization; inhibition, % at 3.39 µM; 340,000 compounds, 0.28% hits;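 active = inhibition above the screen-wide average of all tested compounds plus 3 SD, cut at about 25% in these data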;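 also: 0% = enzyme with DMSO only and 100% = wells lacking PAFAH1B3 protein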
PAFAH2 inh: inhibitors of human PAFAH2. Q99487. 340,000 compounds, 0.99% hits. recombinant PAFAH2, FP-rhodamine activity probe, fluorescence polarization. inhibition, % at 3.39 µM;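 active = inhibition above the mean over all tested compounds plus 3 SD, cut at about 30% in these data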;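 also: inhibitors block probe labeling of enzyme so polarization drops; 0% = enzyme with DMSO and 100% = wells lacking PAFAH2 protein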
* = called active by the depositor; x = not tested or not shown. The list is partial (hit frequency here may not be typical).

SMILES	LYPLA1 inh	PREPL inh	LYPLA2 counter	PAD4 FP inh	pPAFAH inh	GSTO1 inh	PAFAH1B2 inh	PAFAH1B3 inh	PAFAH2 inh
COC(=O)C(C)NC(=O)COc1ccc2ccccc2c1 (stereo unspecified)	3	7	0	-2	3	12	-2	-7	-2
CCC(C)N(C(=O)COC(=O)CCc1c[nH]c2ccccc12)C1CCS(=O)(=O)C1 (stereo unspecified)	0	34	4	3	1	-10	4	0	-1
Cc1ccc(CNC(=O)c2cc(-c3ccccc3)nn2CC2CC(c3cccc([N+](=O)[O-])c3)=NO2)cc1 (stereo unspecified)	1	-2	-2	-6	7	-1	-6	-7	-23
Cc1cc(C(C)(C)C)cc(S(=O)(=O)Nc2ccc(O)c(C(=O)O)c2)c1C	-2	2	0	-5	4	0	47*	-3	-4
Cc1ccccc1NC(=O)c1ccc(Cl)c(NC(=O)c2cccnc2)c1	-2	1	3	1	0	5	x	x	x
CC1CCc2c(c3ccccc3[nH]c2=O)O1 (stereo unspecified)	2	-4	-7	-1	4	2	-1	7	-1
C=C(C)Cn1c(N(CCO)Cc2ccccc2)nc2c1c(=O)[nH]c(=O)n2C	0	11	-5	-6	7	2	1	10	-2
Cc1ccc(N(C(C)C(=O)Nc2ccc(S(=O)(=O)N3CCOCC3)cc2)S(C)(=O)=O)cc1 (stereo unspecified)	-1	-4	-3	-10	-10	2	-1	1	-1
CCN1C(=O)CC2(C[N+]3(C)CCC2CC3)C1=O (stereo unspecified)	-1	7	-2	-2	5	5	-1	0	3
Cc1cc(=O)n2nc(N3CCCC(C(=O)N4CCN(c5ccccc5)CC4)C3)sc2n1 (stereo unspecified)	2	-7	6	1	1	4	3	7	1
Cc1ccc(C(NC(=O)c2cccc(S(=O)(=O)N3CCN(C)CC3)c2)c2ccccc2)cc1 (stereo unspecified)	1	4	-1	0	0	x	7	7	11
O=C(c1c(Cl)nc2sccn12)N(C(=O)c1c(Cl)nc2sccn12)c1ccc(Cl)cn1	0	-34	-2	-2	1	2	0	-4	6
Cc1ccc(NC(=O)CN(C)C(=O)COc2ccccc2-c2ccccc2)cc1	x	-2	x	-1	-5	x	4	6	2
Cc1ccc2c(C(=O)CN3CCN(c4ccccc4)CC3)c(C)[nH]c2c1	0	3	5	-5	0	3	-3	-3	-2
O=C(CNC(=O)c1ccco1)OCc1cccc(Cl)c1	-1	2	10	4	10	12	6	2	6
N#CCc1cc2ccc3cccc4ccc(c1)c2c34	-2	2	-7	6	2	4	1	1	1
CCN(CC)S(=O)(=O)c1cccc(-c2nn(-c3ccccc3)cc2/C=C(\C#N)C(=O)NCc2ccco2)c1	-1	-3	0	5	1	-1	-8	-8	-26
Cc1ccc(CS(=O)(=O)CCC(=O)NCCN2CCCCC2C)cc1 (stereo unspecified)	1	10	2	0	7	6	4	8	12
C/C(=N/NC(=O)CNC(=O)c1cccnc1)c1ccccc1	-1	8	-5	0	3	-2	4	2	-3
CC(C)(C)CN1C(N)=NC[C@H]1Cc1ccc(O)cc1	-2	8	-2	-3	-6	2	-2	8	-3
CCOC(=O)N1CCC(N2CCN(S(=O)(=O)c3ccc(Cl)cc3)CC2)CC1	4	5	5	-1	0	-2	29*	0	5
O=C(/C=C/c1ccccc1)Nc1ccc(NC(=O)c2cccs2)cc1	-2	21	-1	5	6	-5	5	4	-5
CN(CC(=O)Nc1c(Cl)cccc1Cl)C(=O)c1sccc1-c1ccccc1	-2	3	3	-5	4	-5	6	5	0
CCC(C)NC(=O)Nc1ccccc1F (stereo unspecified)	-2	-2	9	-5	4	1	0	16	4
CCC(=O)N1CCc2cc(Br)cc(S(=O)(=O)N3CCCC(C(=O)O)C3)c21 (stereo unspecified)	0	23	5	-2	9	3	3	6	9
N#C/C(=C\c1ccc[nH]1)C(=O)Nc1ccccc1Cl	-3	3	-3	4	3	0	5	15	-5
O=C(Cn1c(=O)oc2ccccc21)NCCc1ccccc1Cl	3	-6	4	1	-2	-2	-3	-1	-6
COc1ccc(C(CNC(=O)c2ccc(S(=O)(=O)N(C)C)cc2)N2CCCCC2)cc1 (stereo unspecified)	-2	-7	-2	1	5	5	-1	11	1
Cc1ccc(N2CC(C(=O)N3CCc4ccccc4C3)CC2=O)cc1 (stereo unspecified)	2	-37	-1	2	6	5	3	3	-1
O=C(/C=C/c1ccccc1)NC(NC(=S)Nc1ccc(C(=O)O)cc1)C(Cl)(Cl)Cl (stereo unspecified)	-7	-4	-1	-2	5	-36	0	3	-14
O=c1[nH]c2ccccc2cc1CN(Cc1cccnc1)S(=O)(=O)c1ccc(Cl)cc1	-5	-9	-3	-2	1	1	8	9	5
Cc1ccc(C(=O)COC(=O)CCCC(=O)NC2CCCCC2)cc1[N+](=O)[O-]	-3	14	-3	0	13	1	1	-1	6
Cc1cc(C)c(S(=O)(=O)NCc2cccnc2)cc1C	3	-2	9	-1	9	5	4	10	4
Cn1c(NCc2cc(Br)ccc2O)nc2ccccc21	-4	-39	-1	-5	3	-5	2	2	11
CCOC(=O)c1ccccc1N/C=C/C(=O)c1cccs1	-3	11	2	-2	2	-12	-4	8	4
O=C(NN1C(=O)NC2(CCCCC2)C1=O)c1ccc(-c2ccccc2Cl)o1	-5	-2	1	4	1	x	-1	0	-3
Cc1nc(N2CCCC2)c2ccsc2n1	1	9	2	0	0	-2	-3	4	-2
CCCNS(=O)(=O)c1ccc(NC(=O)c2ccccn2)cc1	0	3	6	-3	1	-1	0	6	1
CCc1ccc(-c2cc(C(=O)NCc3ccccn3)c3ccccc3n2)cc1	-5	-1	1	0	0	11	-8	6	9
Nc1nnc(-c2ccccc2[N+](=O)[O-])o1	-1	-8	-1	-2	1	10	3	7	2
COc1cc(CN2CCN(c3ccccc3F)CC2)c([N+](=O)[O-])cc1OC	0	7	3	1	3	-2	0	2	3
Cc1ccc(CCNS(=O)(=O)c2cc3c(cc2C)NC(=O)CO3)cc1	0	-30	0	2	9	3	24*	-3	-7
CC(C)CC(=O)NCc1ccc(F)cc1	3	27	5	2	4	11	3	1	5
CCOC(=O)c1sc(/N=C/N(C)C)nc1C	4	-2	32*	-1	4	3	4	8	0
CC1CCN(C(=O)CCNC(=O)c2ccccc2)CC1	-1	-1	-4	0	7	1	3	-3	5

With a hit mark in PAFAH1B2 inh, of those listed so far:
compound | PREPL inh | PAD4 FP inh | pPAFAH inh | PAFAH1B2 inh | PAFAH1B3 inh | PAFAH2 inh
Cc1cc(C(C)(C)C)cc(S(=O)(=O)Nc2ccc(O)c(C(=O)O)c2)c1C | 2 | -5 | 4 | 47* | -3 | -4
CCOC(=O)N1CCC(N2CCN(S(=O)(=O)c3ccc(Cl)cc3)CC2)CC1 | 5 | -1 | 0 | 29* | 0 | 5
Cc1ccc(CCNS(=O)(=O)c2cc3c(cc2C)NC(=O)CO3)cc1 | -30 | 2 | 9 | 24* | -3 | -7

More structures.
SMILES	LYPLA1 inh	PREPL inh	LYPLA2 counter	PAD4 FP inh	pPAFAH inh	GSTO1 inh	PAFAH1B2 inh	PAFAH1B3 inh	PAFAH2 inh
CCc1nnc(SCC(=O)NC2CCCC2)nc1CC	-1	11	-1	-8	1	-2	-7	4	-11
Cc1ccccc1OCCn1cnc2cc([N+](=O)[O-])ccc2c1=O	-2	36	-1	0	5	-2	1	4	2
Cc1ccsc1C(=O)NCC(C)(C)N1CCOCC1	1	7	4	-1	4	x	4	0	-4
Cc1nc2ccccc2c(=O)n1/N=C/c1ccc(O)cc1O	-2	11	0	5	0	8	0	10	1
COc1ccc(NC(=O)N(C)C[C@H]2Oc3ccc(NC(=O)Cn4cnnn4)cc3C(=O)N([C@H](C)CO)C[C@@H]2C)cc1	x	-1	x	2	1	x	3	10	1
Cc1ccc(S(=O)(=O)Nc2c(C)nc3nc[nH]n3c2=O)c(C)c1	-2	-1	-4	1	3	8	1	5	8
CC(C)c1ncc(S(=O)(=O)c2ccc(C(F)(F)F)cn2)c(N)n1	4	1	0	-2	4	13	3	1	12
CCCNC1=C(N(C(C)=O)c2cccc(F)c2)C(=O)c2ccccc2C1=O	-1	-12	0	18*	2	55*	2	23	-4
CC(/C=N/NC(=O)Cc1cccn1C)=C\c1ccccc1	-1	6	-1	-3	18	4	0	6	7
O=C(CCCN1C(=O)CSc2ncccc21)N1CCN(Cc2ccccc2)CC1	4	4	5	1	3	3	2	5	3
Cc1cc(C)nc(Oc2ccc(Br)cc2)n1	3	8	7	-1	5	11	1	3	-6
CC1CCCCC1NC(=O)C(=O)NCC1CCCO1 (stereo unspecified)	-7	2	-3	0	3	6	-1	13	0
CCC(=O)Nc1ccccc1C(=O)N1CCN(Cc2ccccc2)CC1	2	8	-4	0	1	8	5	3	0
O=C(NCCCN1CCCC1=O)Nc1ccc(Cl)cc1Cl	4	2	6	9	-2	1	3	1	2
CCOCCCN(C(=O)c1snc(C(N)=O)c1N)C(C(=O)NCCC(C)C)c1ccc(Cl)cc1 (stereo unspecified)	-1	1	0	-2	4	7	1	8	4
CCC(C)(C)C(=O)O[C@H]1C[C@@H](C)C=C2C=C[C@H](C)[C@H](CC[C@@H]3C[C@@H](O)CC(=O)O3)[C@H]21	-2	0	-4	2	2	1	-5	1	2
Fc1ccc(-c2[nH]ncc2CN2CCN(c3ccc(F)cc3)CC2)cc1	-2	0	7	3	2	5	9	-2	5
O=C1c2ccccc2C(=O)c2c([N+](=O)[O-])ccc(O)c21	8	29	10	14	27*	11	43*	64*	40*
Cc1ccc2cc(NC(=O)c3ccc(C(C)(C)C)cc3)ccc2n1	-19	3	-22	-3	-20	-14	3	-4	-3
Cc1ccc(N(CCC(=O)Nc2nnc(C3CC3)s2)S(=O)(=O)c2ccccc2)cc1	-2	-12	-10	3	-3	-5	x	x	x
CN1CCc2c(sc(NC(=O)Cc3ccc(F)cc3)c2C(N)=O)C1	-2	-5	-5	-1	4	3	2	2	3
N#CC1=C(SCC(N)=O)NC(=O)CC1c1ccccc1Cl (stereo unspecified)	6	12	1	2	-3	-3	0	10	6
O=C(NCCC1CCCCN1S(=O)(=O)c1ccccc1)C(=O)NCc1ccc(F)cc1 (stereo unspecified)	2	-5	2	1	10	-3	27*	2	1
CCCNC(=O)c1ccccc1NS(=O)(=O)c1ccc(OC)c(OC)c1	-3	1	-7	-2	5	5	4	-4	2
CC[C@]1(C(=O)OC)[C@H]2C(=O)N(Cc3ccccc3)C(=O)[C@H]2[C@H]2CN=C(SC)N21	x	x	x	0	3	x	1	8	1
Cc1nc2ccccn2c1C(=O)CSc1cccc(Cl)c1	-4	-6	2	-1	13	11	9	1	1
COc1ccc2cc(C[C@@H]3CC[C@@H](CO)O3)ccc2c1	x	x	x	3	2	x	0	4	1
CN1/C(=C\C(=S)Nc2ccccc2)C(C)(C)c2ccccc21	-8	-11	-19	-25	-7	-3	-9	-3	-7
Cc1nn(C(C)C(=O)Nc2ccc3c(c2)OCO3)c(C)c1[N+](=O)[O-] (stereo unspecified)	-2	-1	-2	-6	4	19	0	4	3
COc1cc(OC)c2ccc(=O)oc2c1C(CCN1CCN(c2ccccc2)CC1)c1ccc(N(C)C)cc1 (stereo unspecified)	-2	20	2	-5	9	-7	4	10	0
NC(=O)N/N=C/c1ccc(OCc2cccc(Cl)c2)cc1	-1	11	-1	3	2	-1	1	3	1
CCOc1ccc(OCC)c(S(=O)(=O)NC2CC(C)(C)NC(C)(C)C2)c1	-2	-3	-4	0	-1	2	3	-3	-9

A few values from the results shown:
Cc1ccc(N(CCC(=O)Nc2nnc(C3CC3)s2)S(=O)(=O)c2ccccc2)cc1 – PREPL inh = -12
O=C1c2ccccc2C(=O)c2c([N+](=O)[O-])ccc(O)c21 – pPAFAH inh = 27*
